Screening results (PubChem)
GluA2 TARP mod = modulators of GluA2-stargazin AMPA receptor complexes, primary screen, cell-based, membrane potential dye. Voltage-dependent calcium channel gamma-2 subunit (Mus musculus) + Glutamate receptor 2 …. HEK293 GluA2+stargazin, membrane potential dye (FDSS), glutamate EC50; hits were called plate by plate, in both directions. calls only at 30 µM. 40,000 tested, 3.5% active. AID 1259245, 2017;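 active means any of four per-well response measures lying three or more SD from its plate-wide compound average, in either direction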
Target sequence (O88602 whole entry, looked up): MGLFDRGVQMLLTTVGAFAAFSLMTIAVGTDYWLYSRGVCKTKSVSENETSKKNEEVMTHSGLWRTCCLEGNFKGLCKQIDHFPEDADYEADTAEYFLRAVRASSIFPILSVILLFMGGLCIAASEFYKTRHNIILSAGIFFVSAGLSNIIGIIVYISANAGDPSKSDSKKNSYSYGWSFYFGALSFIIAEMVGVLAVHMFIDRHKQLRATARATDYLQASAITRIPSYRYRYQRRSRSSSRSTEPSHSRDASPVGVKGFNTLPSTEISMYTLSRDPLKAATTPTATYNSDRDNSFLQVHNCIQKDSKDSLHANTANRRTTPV
Target sequence (P19491 whole entry, looked up): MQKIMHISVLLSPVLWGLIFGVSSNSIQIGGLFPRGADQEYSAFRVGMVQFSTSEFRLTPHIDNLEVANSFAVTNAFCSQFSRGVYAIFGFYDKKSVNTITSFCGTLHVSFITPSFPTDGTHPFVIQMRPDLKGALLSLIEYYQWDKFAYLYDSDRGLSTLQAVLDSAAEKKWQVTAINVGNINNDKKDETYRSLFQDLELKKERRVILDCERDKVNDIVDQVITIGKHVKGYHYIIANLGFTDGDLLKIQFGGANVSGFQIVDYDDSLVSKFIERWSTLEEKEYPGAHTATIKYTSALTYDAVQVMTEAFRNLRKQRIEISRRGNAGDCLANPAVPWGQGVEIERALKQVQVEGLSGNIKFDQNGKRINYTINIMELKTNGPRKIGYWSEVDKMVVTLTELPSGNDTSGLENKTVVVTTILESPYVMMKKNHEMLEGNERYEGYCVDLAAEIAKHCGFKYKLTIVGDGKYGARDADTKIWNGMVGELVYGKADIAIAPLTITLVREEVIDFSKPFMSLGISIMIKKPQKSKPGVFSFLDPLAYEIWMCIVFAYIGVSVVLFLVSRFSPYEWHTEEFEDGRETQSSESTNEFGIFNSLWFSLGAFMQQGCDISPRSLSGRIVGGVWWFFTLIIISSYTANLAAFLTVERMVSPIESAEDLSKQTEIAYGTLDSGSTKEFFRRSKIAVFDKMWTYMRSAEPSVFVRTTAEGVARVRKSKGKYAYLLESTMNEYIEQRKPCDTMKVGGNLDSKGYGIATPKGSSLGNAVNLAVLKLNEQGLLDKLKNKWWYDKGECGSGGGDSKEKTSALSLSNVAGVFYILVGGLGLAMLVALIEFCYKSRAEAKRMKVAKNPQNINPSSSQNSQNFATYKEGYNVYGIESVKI
GluA2 TARP mod agonism max-min = further read-out of GluA2 TARP mod, marked with its call; compound max-min signal; compound-alone response (agonism);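 unitless range of fluorescence divided by baseline over first 100 seconds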
GluA2 TARP mod glutamate slope = recorded beside GluA2 TARP mod, whose call it bears; glutamate slope, % of max; measured here: glutamate response slope, % max;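 scaled per plate between vehicle wells and maximal 1 mM glutamate control wells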
* marks the source's active call; other numbers are inactive results; i = inactive; + = active, no number. Some of the compounds tested, so the mix of outcomes need not match the whole.

SMILES	GluA2 TARP mod	GluA2 TARP mod agonism max-min	GluA2 TARP mod glutamate slope
CCOc1ccccc1C(=O)Nc1ccc(N2CCCCS2(=O)=O)cc1	i	0.088	67
O=C(NCCN1CCOCC1)C(=O)NCc1ccsc1	i	0.028	31
COc1ccc(C(=O)/C=C/c2cc(OC)ccc2OC)cc1	i	0.071	53
Cc1ccc(O)c(NC(=O)c2nc3nc(C)cc(C(F)F)n3n2)c1	i	0.06	51
Cc1nnc2ccc(N3CCN(C(=O)NC4CCCCC4)CC3)nn12	i	0.072	42
CC1CCN(CC(O)COCCOc2ccc(Cl)cc2)CC1 (stereo not drawn)	+	0.09*	60*
COC(=O)CNC(=O)c1cc2c(=O)n3ccccc3nc2n1C	i	0.16	64
COc1ccc(C(=O)Nn2cnc3c(cnn3-c3ccccc3)c2=O)c(OC)c1	i	0.089	59
COc1ccc(C(=O)NCc2ccc3[nH]c4c(c3c2)CCCC4)cc1	i	0.13	51
CCNC(=O)C1Cc2ccccc2N1C(=O)c1ccc(Br)o1 (stereo not drawn)	i	0.05	40
Cc1ccc(-n2nc3c(c2-n2cccc2)CN(C(=O)c2ccc(F)c(F)c2)C3)cc1	i	0.071	72
Cn1cc(C(=O)NCc2nn(C)c(=O)c3ccccc23)nn1	i	0.15	48
C/C=C/Cn1c(N2CCOCC2)nc2c1c(=O)[nH]c(=O)n2C	i	0.12	74
COc1ccc2c(=O)c(Oc3ccc(C(=O)NCCN4CCOCC4)cc3)c(C)oc2c1	i	0.1	33
O=C(NCCc1csc(-c2cccc(F)c2)n1)Nc1cccs1	i	0.1	61
Cc1cc(NC(=O)Cc2cccs2)n(-c2nc(-c3cccs3)cs2)n1	i	0.055	34
Cc1cc2c(=O)n(C)c(SCc3ccccc3)nc2s1	i	0.076	62
CC(C)(C)C(=O)NCc1c(-c2ccc(Cl)cc2)nc2n1CCS2	i	0.038	43
C=CCn1c(=NC(=O)CSC(C)=O)sc2ccccc21	i	0.052	56
O=C(O)CN(CC(O)Cn1c2ccccc2c2ccccc21)S(=O)(=O)c1ccccc1 (stereo not drawn)	i	0.11	64
O=C(c1cnccn1)N1CCC(c2nnc(-c3ccco3)s2)CC1	i	0.088	62
NC(=O)C1Cc2ccccc2N1C(=O)c1ccc(Br)o1 (stereo not drawn)	i	0.087	48
Cc1nc2nc(C)c(CC(=O)O)c(=O)n2[nH]1	i	0.12	52
C=CCn1c(SCc2nc(-c3ccc(F)cc3)no2)nc2cc3c(cc2c1=O)OCO3	i	0.09	45
COc1ccccc1N1CCN(CC(=O)Nc2ccc(C(N)=O)cc2)CC1	i	0.072	35
COc1ccc(-c2nc(CNS(=O)(=O)c3ccc(Cl)s3)cs2)cc1	i	0.11	56
COc1ccc(C(=O)NCCc2ccc3c(c2)CCCN3C)cc1	i	0.091	53
COc1cccc(OCCOCC(O)CN2CCN(C)CC2)c1 (stereo not drawn)	i	0.092	58
Cc1ccc(S(=O)(=O)N2CCCc3cc(NC(=O)Oc4ccccc4)ccc32)cc1	+	0.069*	124*
CC1S/C(=C(\C#N)C(N)=O)N(c2ccc(F)cc2)C1=O (stereo not drawn)	i	0.11	68

Arranged by value in GluA2 TARP mod agonism max-min (largest number first): 5 from the list above.
SMILES	GluA2 TARP mod	GluA2 TARP mod agonism max-min	GluA2 TARP mod glutamate slope
C/C=C/Cn1c(N2CCOCC2)nc2c1c(=O)[nH]c(=O)n2C	i	0.12	74
COc1ccc(-c2nc(CNS(=O)(=O)c3ccc(Cl)s3)cs2)cc1	i	0.11	56
COc1ccc2c(=O)c(Oc3ccc(C(=O)NCCN4CCOCC4)cc3)c(C)oc2c1	i	0.1	33
C=CCn1c(SCc2nc(-c3ccc(F)cc3)no2)nc2cc3c(cc2c1=O)OCO3	i	0.09	45
COc1ccc(C(=O)/C=C/c2cc(OC)ccc2OC)cc1	i	0.071	53

Two compounds picked at random from those above:
SMILES	GluA2 TARP mod	GluA2 TARP mod agonism max-min	GluA2 TARP mod glutamate slope
C=CCn1c(=NC(=O)CSC(C)=O)sc2ccccc21	i	0.052	56
C=CCn1c(SCc2nc(-c3ccc(F)cc3)no2)nc2cc3c(cc2c1=O)OCO3	i	0.09	45

Going on with the list.
SMILES	GluA2 TARP mod	GluA2 TARP mod agonism max-min	GluA2 TARP mod glutamate slope
O=S(=O)(NCC1CCN(C2CCCC2)CC1)c1ccc2c(c1)CCCC2	+	0.24*	51*
Cc1ccccc1-c1ccc(N2CCN(C(=O)Nc3ccc(F)cc3)CC2)nn1	i	0.079	50
CCOc1ccc(N2C(=O)/C(=C/c3ccc4c(c3)OCO4)SC2=S)cc1	i	0.11	65
O=C(CSc1ccc(F)cc1)N1CCC(c2cccs2)CC1	i	0.083	61
O=S(=O)(c1ccc(OC(F)(F)F)cc1)N1CCC(c2cccs2)CC1	i	0.12	73
O=C(NCCN1CCC(c2cccs2)CC1)c1ccc(Cl)cc1	i	0.059	46
CC(=O)Nc1cccc(NC(=O)C(=O)NCC2CCN(c3ccccn3)CC2)c1	i	0.094	59
CC(=O)SCC(=O)N=c1sc2ccccc2n1C	i	0.092	59
COc1ccc(NC(=O)NCCCn2nc(-c3ccco3)ccc2=O)cc1	i	0.081	56
Cc1ccc(NC(=O)CN2N=NC3C(=O)N(c4ccc(C)c(C)c4)C(=O)C32)c(C)c1 (stereo not drawn)	i	0.14	57
Cc1cc(O)c(NC(=O)c2ccc(-c3ccc(Cl)cc3)o2)cc1C	i	0.074	30
Cc1ccc(C(=O)NCCCN2CCN(c3ccccc3)CC2)cc1	i	0.048	47
Cc1cccc(COc2cccc(N3CCn4c3nc3c4c(=O)n(C)c(=O)n3C)c2)c1	i	0.12	63
CCN1CCN(C(=O)c2c(C(F)(F)F)nn(C3CCN(C)CC3)c2C)CC1	i	0.058	60
O=C(NCCC(O)c1cccs1)c1ccc2c(c1)OCO2 (stereo not drawn)	i	0.099	65
CS(=O)(=O)N1CCCCC1C(=O)N1CCN(c2ccccc2)CC1 (stereo not drawn)	i	0.088	57
COC(=O)CN1CCN(c2nc3c(c(=O)[nH]c(=O)n3C)n2CCc2ccccc2)CC1	i	0.075	-4
O=C(C1COCC(=O)N1Cc1ccccc1)N1CCC2(CC1)OCCO2 (stereo not drawn)	i	0.078	54
Cc1nc(-c2cccs2)c(CCC(=O)Nc2cccc3cccnc23)s1	i	0.099	53
Cn1cccc1C(CNS(=O)(=O)Cc1ccc(F)cc1)N1CCOCC1 (stereo not drawn)	i	0.07	58
Cc1ccc(S(=O)(=O)Nc2ccc3c(c2)CCCN3C(=O)c2ccccc2)c(C)c1	i	0.12	61
O=C(Nc1nnc(-c2cccs2)o1)c1ccc(Oc2ccccc2)cc1	i	0.076	51
COc1ccc(NC(=O)NCCCn2nc(-c3ccc(Cl)cc3)ccc2=O)c(OC)c1	i	0.088	54
CCC(CC)C(=O)Nc1cc(C)nn1-c1nc2c(cnn2-c2cccc(C)c2)c(=O)[nH]1	+	0.12*	42*
Cc1ccc(C(CNC(=O)C(=O)NCc2ccccc2Cl)N2CCOCC2)cc1 (stereo not drawn)	i	0.035	63
Cc1cccc(Cn2c(=O)c3c(nc4n(-c5ccccc5O)c(C)c(C)n34)n(C)c2=O)c1	+	0.11*	16*
COc1ccccc1N1CCN(C(=O)c2nn(-c3ccc(F)cc3)cc2OC)CC1	i	0.095	61
COc1cc(S(=O)(=O)NCc2ccccn2)c(OC)cc1Cl	i	0.072	50
COc1ccc(CNC(=O)NCc2nn(C)c(=O)c3ccccc23)cc1OC	i	0.12	59
N#CCOc1ccc2c(c1)O/C(=C\c1c(F)cccc1Cl)C2=O	i	0.1	64
CN(c1ccccc1)S(=O)(=O)c1ccc(C(=O)Nc2ccccc2F)cc1	i	0.11	66
COc1ccc(-c2ccc(C)c(NC(=O)c3ccccc3)c2)nn1	i	0.038	42
CSc1ncccc1C(=O)N1CCC(CNC(=O)C(=O)NCc2ccc(F)cc2)CC1	i	0.099	56
COc1ccccc1C1=NN(C(=O)CCC(=O)O)C(c2ccc3nccnc3c2)C1 (stereo not drawn)	i	0.09	63
COc1ccc(C(CNS(=O)(=O)c2cccs2)N2CCN(C)CC2)cc1 (stereo not drawn)	i	0.066	44
Cc1cc(NC(=O)C(=O)NCc2ccc3c(c2)OCO3)ccc1N1CCCC1=O	i	0.041	46
COc1ccc(-c2noc(Cn3cnc4c(nnn4-c4cccc(Cl)c4)c3=O)n2)c(OC)c1	i	0.15	69
Cc1nnc(C2CCCN(C(=O)Nc3ccc(Cl)cc3)C2)s1 (stereo not drawn)	i	0.087	60
COc1cccc(Nc2nnc(Cc3ccc(C)cc3)c(=O)[nH]2)c1	i	0.076	58
CCc1ccc(NCCn2c(C)cn3c4c(=O)n(C)c(=O)n(C)c4nc23)cc1	i	0.11	57
O=C(c1ccc(S(=O)(=O)c2ccc(Br)cc2)nc1)N1CCOCC1	i	0.073	54
CCOC(=O)CCC(=O)Nc1nn(C)c2c1C(c1ccccc1)CC(=O)N2 (stereo not drawn)	i	0.12	65
CCOC(=O)c1cccc(NC(=O)c2ccc(-n3cnnn3)cc2)c1	i	0.11	59
COC(=O)c1cccc(NC(=O)c2nnn(-c3ccccc3F)c2C)c1	+	0.11*	73*
CC(C)=CCSc1nnc2c(n1)[nH]c1ccccc12	i	0.11	68

Reformatted: results already given
GluA2 TARP mod	GluA2 TARP mod agonism max-min	GluA2 TARP mod glutamate slope	SMILES
i	0.073	54	O=C(c1ccc(S(=O)(=O)c2ccc(Br)cc2)nc1)N1CCOCC1
i	0.11	66	CN(c1ccccc1)S(=O)(=O)c1ccc(C(=O)Nc2ccccc2F)cc1
i	0.076	58	COc1cccc(Nc2nnc(Cc3ccc(C)cc3)c(=O)[nH]2)c1
i	0.11	68	CC(C)=CCSc1nnc2c(n1)[nH]c1ccccc12
i	0.066	44	COc1ccc(C(CNS(=O)(=O)c2cccs2)N2CCN(C)CC2)cc1 (stereo not drawn)

(more compounds)
SMILES	GluA2 TARP mod	GluA2 TARP mod agonism max-min	GluA2 TARP mod glutamate slope
Cc1cc(NC(=O)CSc2nnc(-c3ccncc3)o2)no1	i	0.031	54
O=C(Nc1nc(-c2ccc(Cl)s2)cs1)C1CCCCC1	i	0.058	58
Cc1ccc(F)cc1NC(=O)Cn1c(C)cc(C)c(-c2nc(-c3ccc(Cl)cc3)no2)c1=O	i	0.1	61
O=C(CS(=O)(=O)Cc1ccccc1)Nc1nc(-c2ccccc2)c(C(=O)c2ccccc2)s1	i	0.14	48
O=C(c1ccc(F)cc1)N(CCCn1ccnc1)c1nc2c(Cl)cccc2s1	i	0.089	49
CC(C)(C)C(=O)C(O)C(C)(C)C (stereo not drawn)	i	0.033	60
COc1ccccc1Cn1c(C(=O)O)cc2ccccc2c1=O	i	0.075	53
COC(=O)N1CCN(CCNC(=O)NCc2cccc3ccccc23)CC1	i	0.072	58
COCC(C)NC(=O)c1cc(-c2ccc(C)cc2)nc2c1c(C)nn2C1CCS(=O)(=O)C1 (stereo not drawn)	i	0.062	57
CCOc1ccc(NC(=O)Cn2cc(-c3ccccc3)c3ncn(CCOC)c(=O)c32)cc1	i	0.035	53
CS(=O)(=O)N1CCCc2ccc(NC(=O)C(=O)NCCCO)cc21	i	0.051	51
COc1ccc(-c2cc(CC(=O)Nc3cccc(C(F)(F)F)c3)no2)cc1OC	i	0.063	50
Cc1cccc2sc(N(CCN3CCOCC3)C(=O)c3cccc([N+](=O)[O-])c3)nc12	i	0.059	50
O=C(CSc1ccc(NC(=O)c2cccs2)nn1)Nc1ccc(F)cc1	i	0.094	48
Cc1cccc(N(C(=O)c2cnc3n(c2=O)CCS3)C2CCCCC2)c1	i	0.04	60
CC(C)n1c(N2CCCCC2)nc2c1c(=O)n(Cc1ccccc1)c(=O)n2C	i	0.055	69
C=CCNC(=O)CSc1ccnc2c1c(=O)n(C)c(=O)n2C	i	0.095	53
COc1ccc(CNC(=O)C(=O)NCCC2CCCCN2S(=O)(=O)c2ccccc2)cc1 (stereo not drawn)	i	0.081	64
Cc1cc(=O)[nH]c(-n2nc(C)c(CCC(=O)NCCc3ccccc3)c2C)n1	i	0.12	61
COc1cccc(CNC(=O)Cn2nc(-c3ccc(C)cc3C)ccc2=O)c1	i	0.022	43
COc1ccc(-n2ccnc(SCC(=O)Nc3ccc(Br)cc3)c2=O)cc1	i	0.11	59
COc1cccc(C(=O)Nc2cc(C3CC3)nn2-c2nc(C)cc(=O)[nH]2)c1OC	i	0.1	66
CCCCc1ccc(NC(=O)CSc2nc(=O)[nH]c(C)c2C(=O)OCC)cc1	i	0.13	51
COC(=O)c1ccccc1NC(=O)CC(NCCN(C)C)C(=O)O (stereo not drawn)	i	0.076	77
Cn1c(=NC(=O)CSCC(=O)NC2CCCCC2)sc2ccccc21	i	0.026	62
CC(C)(C)NC(=O)N1CCC(CNC(=O)C(=O)NCc2ccccc2Cl)CC1	i	0.1	65
Fc1ccc(N2CCN(C(=S)Nc3ccc(Nc4ccccc4)cc3)CC2)cc1	i	0.061	29
COc1cccc(OCC(=O)NC(CC(C)C)C(=O)O)c1 (stereo not drawn)	i	0.066	54

Part of the list above, reformatted:
smiles: C=CCNC(=O)CSc1ccnc2c1c(=O)n(C)c(=O)n2C
  GluA2 TARP mod: i
  GluA2 TARP mod agonism max-min: 0.095
  GluA2 TARP mod glutamate slope: 53
smiles: COc1ccc(CNC(=O)C(=O)NCCC2CCCCN2S(=O)(=O)c2ccccc2)cc1 (stereo not drawn)
  GluA2 TARP mod: i
  GluA2 TARP mod agonism max-min: 0.081
  GluA2 TARP mod glutamate slope: 64
smiles: Cc1cc(=O)[nH]c(-n2nc(C)c(CCC(=O)NCCc3ccccc3)c2C)n1
  GluA2 TARP mod: i
  GluA2 TARP mod agonism max-min: 0.12
  GluA2 TARP mod glutamate slope: 61
smiles: COc1cccc(CNC(=O)Cn2nc(-c3ccc(C)cc3C)ccc2=O)c1
  GluA2 TARP mod: i
  GluA2 TARP mod agonism max-min: 0.022
  GluA2 TARP mod glutamate slope: 43
